High-throughput results from PubChem BioAssay.
Apoferritin bind: qHTS Assay for Identification of Novel General Anesthetics. Ferritin light chain (Equus caballus), P02791. apoferritin/1-aminoanthracene competitive binding, fluorescence. Potency, µM (doses to about 77.5 µM), for inactives: at the highest dose activity change, negative = displacement, usual class: inhibitors. 350,000 compounds, 0.074% hits; also: potency is read from the fitted curve at half-maximal effect; % is scaled to controls: 0 for no effect and ±100 for the full control effect; nearly all actives have a fitted effect of over 20% in size
Target sequence (P02791 2-175 limits assumed): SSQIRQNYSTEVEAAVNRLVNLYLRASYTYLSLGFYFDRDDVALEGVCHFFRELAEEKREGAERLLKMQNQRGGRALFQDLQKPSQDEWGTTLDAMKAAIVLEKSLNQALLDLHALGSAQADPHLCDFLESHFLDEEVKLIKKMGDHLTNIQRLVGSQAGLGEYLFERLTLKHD
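Horse-spleen apoferritin (10 uM) in 50% saturated 1-aminoanthracene in PBS was incubated 10 min at room temperature with compound. Fluorescence (ex 380, em 535 nm) was normalized to free and bound 1-AMA, with concentration-response fitted by a four-parameter Hill equation.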
Pol iota inh: qHTS for Inhibitors of Polymerase Iota; DNA polymerase iota (Homo sapiens), Q9UNA4; 390,000 compounds, 1% hits; Pol iota fluorescent replication assay, 10 min; AID 588590, 2011; Potency, µM (series often up to 115 µM), without a hit: top-dose activity, negative = inhibition, most hits filed as inhibitors; also: potency is read from the fitted curve at half-maximal effect
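Fluorescent replication assay read twice, at 0 min and 10 min after adding 50 nM (final) substrate. Enzyme (10 nM) and compounds were first incubated 15 min at room temperature; enzyme-free buffer wells were negative controls.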
BLM helicase inh: qHTS Assay for Inhibitors of Bloom's syndrome helicase (BLM) | RecQ-like DNA helicase BLM (Homo sapiens), P54132 | recombinant BLM DNA unwinding, fluorescence dequenching | Potency, µM (titrated, usually from 56.1 µM), for inactives: at the top dose activity change, negative = inhibition, most hits filed as inhibitors | 350,000 compounds, 0.2% hits | AID 2528, 2010;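 also: potency is read from the fitted curve at half-maximal effect; plate controls were vehicle for no effect and no enzyme for full effect; nearly all actives have a fitted effect of over 35% in size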
POLK inh: qHTS for Inhibitors of Polymerase Kappa. DNA polymerase kappa (Homo sapiens), Q9UBT6. purified Pol kappa, fluorescent DNA synthesis assay, 10 min. Potency, µM (highest dose often 107 µM), for the others: at the highest dose activity, negative = inhibition, usual class: inhibitors. 400,000 compounds, 0.53% hits. AID 588579, 2011; also: potency is read from the fitted curve at half-maximal effect; % is scaled to controls: 0 for no effect and ±100 for the full control effect
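Activity was followed as the change in fluorescence between reads at 0 and 10 min after starting the reaction with 50 nM substrate. Beforehand, 10 nM polymerase had been preincubated with compound for 15 min at room temperature.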
APE1 inh: qHTS Assay for Inhibitors of the Human Apurinic/apyrimidinic Endonuclease 1 (APE1) | AID 2517, 2012 | 350,000 compounds, 0.35% hits | Potency, µM (titrated, usually from 65.8 µM), for the others: top-dose activity change, negative = inhibition, usual class: inhibitors | recombinant APE1, TAMRA/BHQ-2 abasic DNA cleavage fluorescence;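 also: potency is read from the fitted curve at half-maximal effect; plate controls were vehicle for no effect and reference inhibitor for full effect; nearly all actives have a fitted effect of over 55% in size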
Target sequence (P27695 whole entry, looked up): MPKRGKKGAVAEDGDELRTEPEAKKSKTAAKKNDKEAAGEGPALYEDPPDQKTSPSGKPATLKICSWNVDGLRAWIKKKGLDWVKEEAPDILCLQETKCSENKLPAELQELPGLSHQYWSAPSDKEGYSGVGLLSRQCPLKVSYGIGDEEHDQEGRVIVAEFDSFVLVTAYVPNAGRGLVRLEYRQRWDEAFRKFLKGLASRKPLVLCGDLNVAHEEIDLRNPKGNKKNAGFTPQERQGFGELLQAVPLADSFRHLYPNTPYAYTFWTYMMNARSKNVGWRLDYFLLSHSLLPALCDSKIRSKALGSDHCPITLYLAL
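Compound pre-exposure to 0.75 nM APE1, 15 min at ambient temperature. Reaction initiated with 50 nM TAMRA/BHQ-2 THF substrate, read immediately in kinetic mode, 525 nm excitation, 598 nm emission.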
ALOX12 inh: Primary qHTS assay for inhibitors of human arachidonate 12S-lipoxygenase (ALOX12): Round 2. Polyunsaturated fatty acid lipoxygenase ALOX12 (Homo sapiens), P18054. purified 12hLO, xylenol orange hydroperoxide absorbance. Potency, µM (highest dose often 108 µM), for the others: at the highest dose activity change, negative = inhibition, hits mostly inhibitors. 580,000 compounds, 1.1% hits; also: potency is read from the fitted curve at half-maximal effect; % is scaled to controls: 0 for no effect and ±100 for the full control effect
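Hydroperoxide product was detected by ferrous iron/xylenol orange as the 573 to 405 nm absorbance ratio. Arachidonic acid at 40 uM (final) was turned over for 30 min at room temperature by 150 nM human 12hLO, pH 7.0 Hepes buffer, after 15 min compound preincubation.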
TRHR agonist: qHTS for Small Molecule Agonists and Allosteric Enhancers of Human TRH Receptor: Primary Screen for Agonists; 360,000 compounds, 0.18% hits; Thyrotropin-releasing hormone receptor (Homo sapiens), P34981; activation, % at 2 µM; TRHR cells, calcium flux fluo-8, FDSS agonist mode; AID 493084, 2011; in the data active = activation above about 30%; also: 0% is about no effect
Target sequence (P34981 whole entry, looked up): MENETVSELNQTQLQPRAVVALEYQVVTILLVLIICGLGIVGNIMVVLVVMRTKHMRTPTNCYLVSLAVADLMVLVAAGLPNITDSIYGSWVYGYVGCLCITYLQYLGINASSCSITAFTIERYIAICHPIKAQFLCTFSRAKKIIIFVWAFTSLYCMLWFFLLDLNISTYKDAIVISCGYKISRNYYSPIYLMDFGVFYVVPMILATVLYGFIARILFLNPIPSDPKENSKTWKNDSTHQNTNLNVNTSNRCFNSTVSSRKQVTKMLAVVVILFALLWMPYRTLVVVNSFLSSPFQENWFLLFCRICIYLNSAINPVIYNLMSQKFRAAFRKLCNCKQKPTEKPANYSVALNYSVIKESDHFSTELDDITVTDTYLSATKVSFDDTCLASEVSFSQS
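Read-out: compound-evoked intracellular calcium rise in TRHR cells, fluo-8 dye, kinetic FDSS fluorescence at 1 s/cycle following a 10-cycle baseline. Cells cultured overnight before dye loading (30 min–1.5 h, RT).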
ERG-DNA inh: qHTS for Small Molecule Inhibitors of the ERG Ets/DNA interaction; Transcriptional regulator ERG (Homo sapiens), P11308; fluorescence polarization, His-ERG Ets domain / labelled DNA; Potency, µM (highest dose often 76.9 µM), inactives show top-dose FP activity, negative = inhibition, hits mostly inhibitors; 370,000 compounds, 0.028% hits; AID 624246, 2012; active = well fitted inhibition curve with a large enough effect in the polarisation, with a control signal flat; inconclusive = small, poorly fitted or top-dose-only effect, or effect the other way, or a change in a side signal; inactive = no such curve, though single readings can be large or run the other way; the % refers to the polarisation;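 also: polarization taken with two DNA probes labelled with fluorescein and Texas red; potency is read from the fitted curve at half-maximal effect; % of control where 0% means no effect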
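His-tagged ERG Ets domain (1 uM in the protein solution; 300mM KCl, 50mM Tris-HCl, 1mM EDTA, 1mM DTT, pH 7.5) received compound, then a probe mix of 5 nM fluorescein-DNA and 100nM Texas-615-DNA. Fluorescence polarization was read for both dyes.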
POLB inh: qHTS Assay for Inhibitors of DNA Polymerase Beta; Potency, µM (titrated, usually from 114 µM), without a hit: at the top dose activity change, negative = inhibition, usual class: inhibitors; 340,000 compounds, 1.3% hits; Pol beta primer extension/strand displacement, fluorescence kinetic; P06746; AID 485314, 2010; also: potency is read from the fitted curve at half-maximal effect; % is scaled to controls: 0 for no effect and ±100 for the full control effect
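Pol beta (10 nM) and compounds were preincubated 15 min at room temperature, then 50 nM substrate (final) started primer extension/strand displacement. Reads were taken at 0 and 10 min; concentration-response data were fitted to a four-parameter Hill equation.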
The depositor's hits bear a star; u = inconclusive; x = no result given; & = joins results of further samples; [ ] = dose if it differs, or a comment. Unless noted, calls follow the shape of the dose curve; as a rule, active = well fitted curve in the direction sought with a large enough effect; inconclusive = small, poorly fitted or top-dose-only effect, or another doubt; inactive = no such curve, though single readings can be large; an effect the other way counts as inactive or inconclusive. These rows are one share of the data; count on the stated rates, not on these rows.

The line under a structure holds: Apoferritin bind, Pol iota inh, BLM helicase inh, POLK inh, APE1 inh, ALOX12 inh, TRHR agonist, ERG-DNA inh, POLB inh
#1 O=C(/C=C/c1cccc(C(F)(F)F)c1)N1CCN(c2ccccn2)CC1
→ -21%, -5%, -2%, -22%, -4%, -9%, 1.5, 3%, 17%
#2 CCn1c(-c2ccccc2Cl)nn(CC(=O)Nc2ccccc2C)c1=S
→ -7%, 10%, -1%, -7%, -1%, 12%, -0.1, 2%, 2%
#3 COc1ccc(C(=O)N2CCCC(C(=O)O)C2)c2ccccc12 (stereo not given)
→ -1%, 1%, 0%, -2%, 36%, -9%, 1.2, -7%, 20%
#4 CCc1ccccc1Nc1nn2c(=O)c3ccc(C(=O)NC4CCCCC4)cc3nc2s1
→ -15%, 22%, -5%, 8%, x, -29%, 0.0, 6%, 20%
#5 c1ccc(C(c2ccccc2)N2CCN(C(c3ccccn3)c3nnnn3C3CCCC3)CC2)cc1 (stereo not given)
→ -4%, 114%[activator], -1%, -11%, -2%, x, 0.0, 2%, 7%
#6 Cc1onc(-c2ccccc2)c1C(=O)Nc1ncc([N+](=O)[O-])s1
→ 9%, u, -6%, -16%, 18%, -26%, 0.5, -3%, 8%
#7 CCOC(=O)/C(C#N)=C/c1cn(CCC(=O)O)nc1-c1ccccc1
→ -10%, 9%, -5%, -7%, -2%, 2%, -0.2, -1%, 3%
#8 O=C(NC(=S)NNC(=O)c1cccs1)c1ccccc1
→ -5%, 6%, -2%, 1%, 8%, u, 6.4, 21%, -4%
#9 CN1CCN(C(c2ccc(F)cc2)c2nnnn2Cc2cccs2)CC1 (stereo not given)
→ -3%, u, 0%, -10%, -5%, u, -0.5, -2%, 10%
#10 COc1ccc(S(=O)(=O)N2CCC(NC(=O)C(Cc3cccc(OC)c3OC)NC(C)=O)CC2)cc1 (stereo not given)
→ -8%, 51%[activator], -6%, -8%, 21%, -3%, 0.3, 5%, u
#11 Cc1cc(C)nc(SCc2ccc(C(=O)N/N=C/C3CCCCC3)cc2)n1
→ -15%, 52%[activator], -3%, -12%, -1%, -1%, -0.2, -2%, 2%
#12 CCOc1cc(/C=C2\NC(=S)N(c3c(C)n(C)n(-c4ccccc4)c3=O)C2=O)ccc1O
→ 4%, 7%, 2%, -8%, u, u, 7.2, 5%, 2%
#13 CC(C)N(O)C(=O)NC(C)(C)C
→ -4%, 15%, -1%, 3%, -1%, u, 0.9, -17%, u
#14 O=C(Nc1cccc([N+](=O)[O-])c1)N1CCc2ccccc2C1
→ u, 23%, -5%, -7%, 17%, -7%, -0.9, -5%, 18%
#15 CC1CCN(CCNC(=O)C2CCCN(S(=O)(=O)c3cccc4nonc34)C2)CC1 (stereo not given)
→ -14%, -9%, 0%, -23%, 1%, -13%, 0.4, 5%, 0%
#16 NC1=NC(=O)/C(=C/c2cc(Br)c(O)c(Br)c2)S1
→ 38%[activator], u, -3%, -41%, -13%, -4%, -0.6, 94%[activator], 29%
#17 CC(=O)NC1=C(NC2CCS(=O)(=O)C2)C(=O)c2ccccc2C1=O (stereo not given)
→ -8%, 21%, -12%, 4%, 2%, -28%, 0.8, -4%, 0%
#18 Nc1ccc(NC2C[C@@H](C(=O)O)NC2=O)cc1 (stereo not given in full)
→ -3%, 52%[activator], -3%, -6%, -6%, -5%, 0.1, 1%, 85%
#19 CCN(CC)CCCNc1nc(N)c([N+](=O)[O-])c(N2CCCCCC2)n1
→ 3%, 62%[activator], 4%, 0%, 12%, u, 1.3, 19%, 1%
#20 O=C(CCS(=O)(=O)c1ccccc1)Nc1ccc(S(=O)(=O)Nc2ncccn2)cc1
→ -5%, 6%, 0%, 3%, 18%, -6%, 0.7, -3%, 5%
#21 Cc1cc(C)c2sc(N(CCCN(C)C)C(=O)COc3ccc(Cl)cc3)nc2c1
→ -20%, -9%, -10%, -17%, -6%, u, 0.8, 0%, 1%
#22 COCCCN(CCCN)Cc1ccco1
→ -13%, 11%, -4%, 11%, 20%, 10%, 2.6, -3%, 1%
#23 Cc1ccc(C(C(=O)NCC2CCCO2)N(C(=O)c2snc(C(N)=O)c2N)c2ccccc2)o1 (stereo not given)
→ -2%, 50%[activator], -5%, -5%, 23%, -5%, -0.1, 7%, 16%
#24 C=CCN(CC(=O)NCc1ccc(OC)cc1)C(=O)c1csnn1
→ -2%, 3%, 1%, -6%, 1%, -11%, 0.4, -7%, -8%
#25 CC(C)(C)c1cc(C2=CSC3=NCCN23)cc(C(C)(C)C)c1O
→ -19%, 19%, 1%, -1%, 13%, x, -0.4, 2%, 24%
#26 O=S(=O)(O)c1cc(O)c2c(O)c(N=Nc3cc(Cl)ccc3O)c(S(=O)(=O)O)cc2c1
→ 5%, 22µM*, 70%[activator], 16µM*, 12µM*, x, 0.9, 21%, 32µM*
#27 Cc1ccc(NC(=O)CCc2c[nH]c3ccccc23)nc1
→ -9%, -10%, -7%, -11%, 19%, -2%, -0.6, 11%, 21%
#28 O=C(Oc1ccc2ccc(=O)oc2c1)c1ccc([N+](=O)[O-])cc1
→ 68%[activator], 41%[activator], -4%, 3%, 1%, u, 0.0, 2%, 14%
#29 O=C1CCc2cc(S(=O)(=O)NCc3ccc(Cl)cc3)cc3c2N1CC3
→ -11%, 16%&15%, 1%, -19%, -4%, 2%&-3%, 0.1&0.3, -10%&1%, 7%
#30 COc1ccc(CCn2c(-c3cc([N+](=O)[O-])cc([N+](=O)[O-])c3)nc3nc4ccccc4nc32)cc1OC
→ 18%, 17%, 0%, -23%, 8%, 1%, -0.3, x, 0%
#31 O=C(NC(=O)c1ccccc1)Nc1ccccc1O
→ 20%, -21%, -5%, -14%, 23%, 79%[activator], 5.4, 24%, -5%
#32 CC1CC(C)(C)Nc2ccc(N=O)cc21 (stereo not given)
→ -21%, 2%, -3%, 10%, -5%, 4%, -1.1, 1%, 11%
#33 O=C(Nn1cnc2ccccc2c1=O)c1ccccc1[N+](=O)[O-]
→ -6%, 67%[activator], 0%, -6%, 16%, -23%, 0.5, -1%, -1%
#34 CCN1CCN(C(=O)c2cc3c(=O)oc4ccc(C)cc4c3s2)CC1
→ -12%, 2%, 1%, 6%, -2%, 445%[activator], -0.7, -12%, 0%
#35 COc1ccc(CCNC(=O)CCS(=O)(=O)c2cc3c(cc2Cl)NC(=O)CO3)cc1OC
→ -4%, 22%, -1%, 8%, x, 53%&-8%[activator], 0.2, -2%, 14%
#36 COc1ccccc1OCCSc1nc2ccc([N+](=O)[O-])cc2s1
→ -14%, 2%, -4%, -12%, -3%, -29%, -0.1, -1%, 9%
#37 COc1ccc(S(=O)(=O)N(C)c2ccc(C(=O)N3CCOCC3)cc2)cc1
→ 2%, 16%, -3%, -3%, 1%, 0%, 0.5, 4%, 0%
#38 COc1ccc(C(=O)N/C(=C\c2ccc(OC)c(OC)c2)C(=O)N2CCCCC2)cc1
→ 3%, 115%[activator], -2%, 2%, 26%[12.4 µM], -40%, 0.1, -2%, 27%
#39 Cn1c(SCc2ccccn2)nnc1-c1ccncc1
→ -2%, 12%, -4%, -5%, -4%, -5%, -0.2, -6%, 23%
#40 Cc1cccc(CSc2ncc(Cl)c(C(=O)Nc3sc4c(c3C(N)=O)CCCC4)n2)c1
→ -16%, -15%, 1%, -10%, x, -14%, 1.6, -15%, -20%
#41 CC1SCC(NC(=O)c2ccccc2Cl)CS1 (stereo not given)
→ -1%, -22%, -2%, -7%, u, 136%[activator], 0.5, 8%, 3%
#42 CCCCOc1ccc(-c2c(C(=O)Nc3ccccc3)c(C)[nH]c(=S)c2C#N)cc1
→ -21%, 19%, -5%, -12%, 0%, u, 0.8, 17%, 0%
#43 CCOc1ccc(NC(=O)CSc2ccc(-c3ccccn3)nn2)cc1
→ -4%, 10%, -11%, 3%, 2%, -7%, 0.1, 1%, -16%[57.1 µM]
#44 COc1ccc(C)cc1NC(=O)Cn1c(=O)nc(-c2ccccc2F)c2cc(Cl)ccc21
→ 13%, -10%, -1%, -12%[60.1 µM], x, -25%, 0.0, 1%, -14%

Full records, quoted from the list. Order of screens: Apoferritin bind | Pol iota inh | BLM helicase inh | POLK inh | APE1 inh | ALOX12 inh | TRHR agonist | ERG-DNA inh | POLB inh
`COc1ccc(C(=O)N/C(=C\c2ccc(OC)c(OC)c2)C(=O)N2CCCCC2)cc1` is listed with 3% | 115%[activator] | -2% | 2% | 26%[12.4 µM] | -40% | 0.1 | -2% | 27%
`COc1ccc(S(=O)(=O)N(C)c2ccc(C(=O)N3CCOCC3)cc2)cc1` is listed with 2% | 16% | -3% | -3% | 1% | 0% | 0.5 | 4% | 0%
`CC1SCC(NC(=O)c2ccccc2Cl)CS1` (stereo not given) is listed with -1% | -22% | -2% | -7% | u | 136%[activator] | 0.5 | 8% | 3%
